M1 PAM: positive allosteric modulators of human M1 muscarinic receptor | P11229 | CHO-K1 hM1, Fluo-8 calcium fluorescence, ACh EC20; 0% = ACh EC20, 100% = maximal ACh | activation, % at 3 µM | hit rate 0.088% among 360,000 | AID 588819; in the data active = activation above about 19%, passing the limit was not always enough
Target sequence (P11229 whole entry, looked up): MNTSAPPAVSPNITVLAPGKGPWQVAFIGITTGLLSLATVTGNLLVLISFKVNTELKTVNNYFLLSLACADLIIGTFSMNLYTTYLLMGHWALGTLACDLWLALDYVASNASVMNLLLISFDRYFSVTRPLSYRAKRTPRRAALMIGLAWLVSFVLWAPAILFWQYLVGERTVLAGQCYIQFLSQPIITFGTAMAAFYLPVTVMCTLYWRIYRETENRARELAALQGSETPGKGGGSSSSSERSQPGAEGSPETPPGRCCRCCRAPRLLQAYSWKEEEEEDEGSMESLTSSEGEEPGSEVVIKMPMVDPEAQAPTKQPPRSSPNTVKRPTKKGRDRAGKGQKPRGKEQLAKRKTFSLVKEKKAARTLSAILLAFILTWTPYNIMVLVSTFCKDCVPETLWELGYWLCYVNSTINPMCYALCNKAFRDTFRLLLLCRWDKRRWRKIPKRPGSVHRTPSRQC
CRFBP-R2 block: CRF-BP/CRF-R2 complex antagonism | HEK293 CRF-R2/CRF-BP, CRF-induced calcium fluorescence | inhibition, % at 11.8 µM | hit rate 0.59% among 350,000 | AID 588475;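 active = inhibition of the ligand-induced calcium signal above about 50% at the single tested concentration, limit read from the data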
M4 PAM: potentiates acetylcholine response at human M4 receptor | activation, % at 3 µM | P08173 | CHO-K1 hM4/Gqi5, Fluo-8 calcium fluorescence, ACh EC20; 0% = ACh EC20, 100% = maximal ACh | hit rate 0.4% among 360,000;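 active = activation above its plate's cutoff, the mean activation of sample wells plus 3 SD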; also: some results filed as inactive read as strong as hits
M5 ag: CHRM5 agonism in calcium assay. CHO-K1 hM5 cells, Fluo-8 calcium fluorescence; 0% DMSO wells, 100% maximal acetylcholine response. activation, % at 3 µM. hit rate 0.19% among 360,000. AID 624037;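 active = activation above the run's mean over test compounds plus 3 SD, cut at about 23% in these data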;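 also: signal is peak over basal fluorescence ratio across the kinetic read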
Target sequence (P08912 whole entry, looked up): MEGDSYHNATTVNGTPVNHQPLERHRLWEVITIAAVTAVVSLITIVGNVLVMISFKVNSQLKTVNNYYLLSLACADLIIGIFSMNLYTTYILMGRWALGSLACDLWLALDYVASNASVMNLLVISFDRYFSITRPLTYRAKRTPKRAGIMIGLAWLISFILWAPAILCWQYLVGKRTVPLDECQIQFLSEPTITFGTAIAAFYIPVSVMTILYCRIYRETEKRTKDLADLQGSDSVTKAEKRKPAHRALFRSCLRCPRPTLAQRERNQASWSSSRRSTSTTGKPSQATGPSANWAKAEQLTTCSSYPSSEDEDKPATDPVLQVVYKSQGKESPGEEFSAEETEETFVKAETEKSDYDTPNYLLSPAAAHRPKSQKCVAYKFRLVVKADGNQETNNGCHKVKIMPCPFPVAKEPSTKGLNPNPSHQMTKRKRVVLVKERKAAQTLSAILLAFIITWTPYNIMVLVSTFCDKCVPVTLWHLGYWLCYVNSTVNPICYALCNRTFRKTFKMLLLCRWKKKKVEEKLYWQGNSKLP
CHRM5 PAM: positive allosteric modulators of human muscarinic M5 receptor | P08912 | CHO-K1 hM5, Fluo-8 calcium, ACh EC20 PAM; 0% = ACh EC20, 100% = ACh EC100 | activation, % at 3 µM | hit rate 0.3% among 360,000 | AID 624038;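 active = activation above the run cutoff, the mean activation of all test compounds plus 3 SD, cut at about 18% in these data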
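Probe or stimulus: acetylcholine, EC20 level; Assay system: human M5 receptor in CHO-K1 cells; Schedule: compound preincubation 140 s before EC20 acetylcholine addition; Technique: intracellular calcium via Fluo-8 fluorescence; Dosing: single-point, 3 µM nominal; Read-out basis: percent activation from peak-over-basal fluorescence ratio, scaled EC20-to-EC100 acetylcholine; Repeats: one well per compound, no replicates.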
M4 ag: agonists of human muscarinic M4 receptor (CHRM4). CHO-K1 hM4/Gqi5, Fluo-8 calcium fluorescence; vehicle 0%, full acetylcholine response 100%. activation, % at 3 µM. hit rate 0.14% among 360,000;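 active = activation above the run mean over all test wells plus 3 SD, cut at about 32% in these data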;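 also: peak over basal fluorescence ratio per well then scaled between controls; 0% = DMSO wells and 100% = acetylcholine at EC100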
M4 antag: CHRM4 antagonism in calcium assay. CHO-hM4 cells, ACh EC80, Fluo-8 calcium fluorescence. inhibition, % at 3 µM. hit rate 0.73% among 360,000;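 active = inhibition above its plate's cutoff, the mean inhibition of sample wells plus 3 SD, cut at about 27% in these data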;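 also: 0% = acetylcholine EC80 with DMSO and 100% = DMSO without agonist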
CHRM5 antagonist: blocks acetylcholine activation of human M5 receptor; P08912; CHO-hM5 cells, Fluo-8 calcium fluorescence, ACh EC80; inhibition, % at 3 µM; hit rate 0.59% among 360,000;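 active = inhibition above a per-plate cutoff, the mean of that plate's test compounds plus 3 SD, cut at about 27% in these data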;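 also: 0% = acetylcholine EC80 with DMSO and 100% = DMSO without agonist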
CRFBP-R2 agonist: CRF-BP/CRF-R2 complex agonism; HEK293 CRF-R2/CRF-BP, calcium dye fluorescence (FLIPR); percent of saturating CRF peptide response; activation, % at 13.2 µM; hit rate 0.46% among 350,000; AID 588473;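 active = activation of at least 50%, plus an integration ratio under a set limit after plate pattern correction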;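 also: plate controls were neutral control wells without compound for no effect and CRF at EC100 for full effect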
Active calls of the source: *; . = no result given. No enrichment for hits, and some 2.6% of all compounds hit somewhere here.

SMILES	M1 PAM	CRFBP-R2 block	M4 PAM	M5 ag	CHRM5 PAM	M4 ag	M4 antag	CHRM5 antagonist	CRFBP-R2 agonist
COc1ccc(C(=O)OCc2cc(=O)n3ccsc3n2)cc1F	6	30	3	-1	2	1	-9	16	-0.3
Nc1nc(N)c2cc(S(=O)(=O)c3cccc(C(F)(F)F)c3)ccc2n1	-3	-23	-3	8	-7	10	4	14	10
CC(C)CC(=O)N1CCN(Cc2ccc3c(c2)OCO3)CC1	5	3	-4	-3	0	2	-8	-4	-2.0
O=C(O)c1cc(N2CCOCC2)nc2ccccc12	3	13	1	2	-5	0	9	9	0.4
O=C1NC(=O)C(Nc2cccc3ccccc23)S1 (configuration not stated)	7	-41	-3	-1	-1	1	9	-1	-1.9
CCCCNC(=S)N(Cc1c(C)noc1C)c1ccccc1	1	11	-1	-5	7	0	11	2	-1.9
O=C(CNC(=O)c1ccccc1)OCc1nnc(-c2ccccc2)o1	9	3	0	1	3	2	14	2	-2.4
CC(=O)COc1cc(C)cc2oc(=O)cc(-c3ccccc3)c12	0	-46	-2	-1	-2	0	-11	-1	1.2
Cc1cc(OCC(=O)Nc2cc(C(C)(C)C)on2)ccc1[N+](=O)[O-]	-2	-2	-5	-2	-10	14	3	10	0.0
COc1ccc2c(c1)oc(=O)c1cc(OC)ccc12	-4	-9	0	3	-12	5	0	-1	1.1
COCc1cc(=O)n2[nH]c(-c3cccc(Br)c3)cc2n1	0	17	3	-5	-1	0	4	1	-1.5
Cc1nc(NC(=O)CSc2nnnn2C)sc1C	9	11	-2	1	0	1	3	-3	-0.7
C/C(=N\NC(=O)COc1ccccc1[N+](=O)[O-])c1cccs1	5	4	-3	-1	-6	1	9	11	-3.5
Cc1c(NC(=O)c2cc3nc(-c4ccc(Cl)cc4)cc(C(F)(F)F)n3n2)c(=O)n(-c2ccccc2)n1C	7	-2	4	-2	1	1	4	2	-0.3
C[C@@H](C(=O)NC1CCCC1)N1C(=O)N2CCc3c([nH]c4ccccc34)[C@@]2(C)C1=O	5	-26	1	6	-4	3	-11	8	23
CCOC(=O)C1=C(c2ccccc2)N=c2s/c(=C\c3ccco3)c(=O)n2C1c1cccs1 (configuration not stated)	-11	-12	5	3	-8	3	12	-6	-0.2
O=C(OCC(=O)c1ccc(Cl)s1)c1ccc(CO)cc1	7	-7	11	1	0	2	7	4	0.0
CC1=C(C(=O)N2CCOCC2)C(c2cc(C)ccc2C)NC(=S)N1 (configuration not stated)	7	30	-4	2	0	0	6	-9	2.6
Cn1cccc1Cc1nnc(SCC(=O)Nc2ccc(F)cc2)n1CCc1ccccc1	8	-12	6	1	-4	3	-5	2	-1.6
COc1ccc(-c2[nH]ncc2/C=N\NS(=O)(=O)c2ccccc2)cc1OC	1	9	0	1	-9	1	5	0	-1.7
Cn1c(=O)n(C)c2cc(NS(C)(=O)=O)ccc21	5	-3	3	0	7	0	1	-1	-0.1
O=C(NCc1ccc(Cl)cc1)c1cc2c(nc3sccn32)s1	5	5	2	-2	-1	3	-8	-3	1.7
CN(C(=O)c1cccc(NC(=O)Cc2ccc(NC(=O)C3CCN(C(=O)C4CC4)CC3)cc2)c1)C1CCC1	3	-6	1	1	3	-1	-3	-4	4.6
CCC(NS(=O)(=O)c1ccc(C)cc1)C(=O)Nc1ccc(NC(C)=O)cc1 (configuration not stated)	7	8	-1	-2	-1	-1	-1	10	-0.6
CN(CC(=O)Nc1ccc(Cl)cc1)CC(=O)Nc1cccc2ccccc12	6	-1	6	4	0	4	0	3	0.3

Remaining list, next part
SMILES	M1 PAM	CRFBP-R2 block	M4 PAM	M5 ag	CHRM5 PAM	M4 ag	M4 antag	CHRM5 antagonist	CRFBP-R2 agonist
COC(=O)c1nnn(-c2nonc2N)c1CSc1ccc(Cl)cc1	-1	8	7	-6	-3	1	-4	10	-2.6
CN(C)c1ccc(C=Nc2ccccc2C(N)=O)cc1	7	-11	-2	-1	-6	1	5	-1	1.3
Cc1ccc(NCCNc2ccc(C)cc2)cc1	-4	-10	7	0	9	1	17	-6	-0.8
COc1ccc(S(=O)(=O)Nc2nc3n(n2)C(c2ccc(Cl)cc2)CC(=O)N3)cc1 (configuration not stated)	10	-3	10	2	5	1	-7	-1	0.7
O=C(C/C=N\O)Nc1ccc(Oc2ccccc2)cc1	-7	7	12	0	5	2	1	-14	-0.9
COc1ccc(N2CCN(C(=O)CSc3nc4ccccc4c(=O)[nH]3)CC2)cc1	12	7	1	2	-3	0	-6	1	-1.4
CCCc1nnc(NC(=O)c2cccs2)s1	9	-5	7	3	0	0	-7	1	-1.1
COc1cc(CNCCCN2CCOCC2)c(Br)cc1OCC(=O)Nc1ccccc1C	8	-1	4	-1	2	2	-3	6	0.2
COc1ccc(CCN(C)C(=O)CN2C(=O)NC3(CCCCCC3)C2=O)cc1OC	10	5	-1	0	-3	1	1	1	-0.9
O=C(COC(=O)c1cc(=O)[nH]c2ccccc12)Nc1ccc(F)cc1F	2	5	1	-1	8	7	-21	3	-1.0
CCOc1ccc(C(C)NC(=O)c2ccccc2OCc2c(C)noc2C)cc1OCC (configuration not stated)	13	-5	8	-1	-1	2	3	9	-3.7
O=[N+]([O-])c1ccc(C(=S)N2CCN(Cc3ccccc3)CC2)cc1	2	6	11	-4	-4	0	1	-2	-2.6
COC(=O)C(C)N(C#N)c1nc(C)cc(C)n1 (configuration not stated)	2	-45	-4	3	1	0	8	2	-3.8
COc1ccc2c(c1)CCC/C2=N\NC(=O)c1ccoc1C	-6	3	-2	-4	-9	1	23	14	-2.6
COc1ccc(-c2sccc2C(C)C(=O)O)cc1 (configuration not stated)	14	-5	6	-5	0	0	0	10	3.9
Cc1ccc(-c2nnc(SCC(=O)NC3CCCc4ccccc43)n2N)cc1 (configuration not stated)	2	12	10	-4	-5	0	-3	0	0.8
CN(C)S(=O)(=O)c1cccc(NC(=O)CSc2nc3ccccc3n2-c2ccccc2)c1	-14	42	-7	1	2	1	15	6	1.4
CCCCCCC(=O)N1CCN(c2cc3c(cc2F)c(=O)c(C(=O)O)cn3CC)CC1	5	1	-2	0	2	-1	4	-2	-2.5
CCCc1ccc(-c2ccc(/C=C/C(=O)O)cc2)nc1	-2	15	4	2	-11	6	-3	13	-0.3
COc1cccc(CN2CCNC(=O)C2CC(=O)O)c1OC (configuration not stated)	13	18	3	2	0	0	-5	-3	0.1
COc1ccc(OC)c(NC(=O)Nc2cccnc2)c1	6	-6	1	-1	1	1	2	3	-0.8
O=C(CN1CCN(Cc2ccccc2F)C1=O)NC1CCCC1	7	-13	-9	2	-2	1	1	-3	-1.4
Cn1nc([N+](=O)[O-])c2c(-c3nc4ccccc4s3)c(N)n(C3CCCCC3)c2c1=O	6	-9	-2	-1	-3	1	11	-10	-1.7
COc1ccc(-c2cc(C(=O)N3CCCCCC3)c3ccccc3n2)c(OC)c1	-2	0	-6	1	-16	12	9	7	0.6
Cc1ccc2c(CC(=O)NNC(=O)c3ccncc3)coc2c1	-2	9	4	1	1	0	2	2	-0.9

(more compounds)
SMILES	M1 PAM	CRFBP-R2 block	M4 PAM	M5 ag	CHRM5 PAM	M4 ag	M4 antag	CHRM5 antagonist	CRFBP-R2 agonist
OCCC1CN(C2CCN(c3ccccc3)CC2)CCN1Cc1ccc(F)c(F)c1 (configuration not stated)	-5	-3	-5	-18	1	1	-9	3	0.4
Cc1nc2cc(-c3ccccc3)nn2c(C)c1CCC(=O)NC(C)c1ccc2c(c1)OCCO2 (configuration not stated)	14	-12	-6	1	-6	4	-8	7	-1.2
CCCC(C)c1nnc(NC(=O)C(=O)OCC)s1 (configuration not stated)	11	-4	11	3	8	1	-5	2	1.4
O=C(Nc1ccccc1)c1ccc(S(=O)(=O)NCc2cccnc2)cc1	-5	10	-9	2	-5	6	2	20	-1.9
Cc1cc(C(=O)NNC(=O)Nc2ccccc2)no1	10	4	12	2	1	0	-14	4	0.0
COc1ccc(S(=O)(=O)NCc2ccccn2)cc1Cl	8	10	6	-2	3	1	1	1	-2.2
CC(OC(=O)c1cccc(S(=O)(=O)N(C)C)c1)C(=O)NCc1ccc2c(c1)OCO2 (configuration not stated)	5	-3	7	2	2	2	-1	-4	1.9
O=C(O)c1cc(-c2ccccc2Cl)n(-c2cccc(Cl)c2)n1	6	10	-3	-2	1	0	7	8	-2.2
C/C=C/c1ccc(OCCOc2cccc3cccnc23)c(OC)c1	-6	-21	-8	1	-8	8	-1	11	-8.5
Cc1ccc(SCCC(=O)OC(C)C(=O)Nc2ccccc2)cc1 (configuration not stated)	10	21	5	-4	0	1	2	8	-4.0
CCCNC(=O)c1cc(C2CCCN(S(=O)(=O)c3ccccc3)C2)on1 (configuration not stated)	5	.	1	3	-6	4	-10	11	.
CCOc1ccc(C2=CSC3=NCCN23)cc1	-5	7	-1	-8	2	0	6	7	-0.6
Cn1c(CSc2nc3ccccc3s2)nc2ccccc21	7	24	-3	-4	-5	2	3	2	-0.5
COc1ccc(NC(=O)c2ccccc2NS(=O)(=O)c2ccc(CNC(C)=O)cc2)c(OC)c1	16	0	11	-3	2	2	-4	3	-0.4
O=Cc1cccn1-c1cccc([N+](=O)[O-])c1	-1	-15	-1	-2	-2	0	4	8	-2.1
C=CCN1C(=O)[C@H]2CCC=C[C@H]2[C@@H]1c1cccc(C)c1	7	-2	-2	0	3	-2	-18	-12	-5.8
Cc1c(OCC(=O)N2CCC(C(N)=O)CC2)ccc2c3c(c(=O)oc12)CCC3	2	13	-3	1	-3	1	-5	3	2.4
CCC(=O)Nc1ccc(S(=O)(=O)N2CCCCC2)cc1OC	2	2	4	2	9	1	0	-4	-1.9
CCOC(=O)C1(CCOC)CCN(Cc2cccc(OCc3ccccc3)c2)CC1	-5	-5	-10	1	-17	8	-11	-3	1.5
Cc1cc(C)c2sc(N(CCN(C)C)C(=O)c3ccc4ccccc4c3)nc2c1	1	-3	1	-6	-2	1	7	11	0.3
O=C1NC[C@@H](CCCCN2C[C@H](Cc3ccc(O)cc3)N(Cc3ccccc3)C(=O)C2=O)N(Cc2ccccc2)C1=O	.	.	6	-1	3	1	1	-2	.
CS(=O)(=O)c1ccc(C(=O)N2CCN(S(=O)(=O)c3ccc(C4CCCCC4)cc3)CC2)cc1	8	-19	6	-3	-4	0	-2	8	1.1

Rewritten as labelled records: four of the compounds above.
O=C(O)c1cc(-c2ccccc2Cl)n(-c2cccc(Cl)c2)n1
  M1 PAM: 6
  CRFBP-R2 block: 10
  M4 PAM: -3
  M5 ag: -2
  CHRM5 PAM: 1
  M4 ag: 0
  M4 antag: 7
  CHRM5 antagonist: 8
  CRFBP-R2 agonist: -2.2

C/C=C/c1ccc(OCCOc2cccc3cccnc23)c(OC)c1
  M1 PAM: -6
  CRFBP-R2 block: -21
  M4 PAM: -8
  M5 ag: 1
  CHRM5 PAM: -8
  M4 ag: 8
  M4 antag: -1
  CHRM5 antagonist: 11
  CRFBP-R2 agonist: -8.5

Cc1ccc(SCCC(=O)OC(C)C(=O)Nc2ccccc2)cc1 (configuration not stated)
  M1 PAM: 10
  CRFBP-R2 block: 21
  M4 PAM: 5
  M5 ag: -4
  CHRM5 PAM: 0
  M4 ag: 1
  M4 antag: 2
  CHRM5 antagonist: 8
  CRFBP-R2 agonist: -4.0

CCCNC(=O)c1cc(C2CCCN(S(=O)(=O)c3ccccc3)C2)on1 (configuration not stated)
  M1 PAM: 5
  CRFBP-R2 block: .
  M4 PAM: 1
  M5 ag: 3
  CHRM5 PAM: -6
  M4 ag: 4
  M4 antag: -10
  CHRM5 antagonist: 11
  CRFBP-R2 agonist: .

Assay outcomes (PubChem BioAssay)
